Screens deposited in PubChem by several laboratories.
M1 antagonist: antagonists of rat M1 muscarinic receptor | P08482 | CHO-M1 cells, Fluo-4 calcium, ACh EC80 antagonist mode; active compounds read low | B-score at 10 µM | hit rate 3.4% among 64,000 | AID 628;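 active means calcium fluorescence response, raw or row-and-column corrected B-score, differing from the plate sample mean either way at a set confidence level, mostly lower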
M1 ag: M1 muscarinic receptor agonism. CHO-M1 cells, Fluo-4 calcium fluorescence, agonist mode; active compounds read high. B-score at 10 µM. hit rate 3% among 64,000;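 active means fluorescence rise, raw or as B-score row- and column-corrected plate score, outside the 99.7% band of its plate's samples, either direction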
SF-1 act: SF-1 (human) activation; Q13285; CHO-K1 Gal4-SF-1 LBD luciferase reporter; % increase over DMSO SF-1-specific signal; activation, % at 10 µM; hit rate 1.9% among 65,000; AID 522;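 active means activation above the mean activation of all tested compounds plus 3 SD, cut at about 50% in these data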
Target sequence (Q13285 whole entry, looked up, the tested form may be a part): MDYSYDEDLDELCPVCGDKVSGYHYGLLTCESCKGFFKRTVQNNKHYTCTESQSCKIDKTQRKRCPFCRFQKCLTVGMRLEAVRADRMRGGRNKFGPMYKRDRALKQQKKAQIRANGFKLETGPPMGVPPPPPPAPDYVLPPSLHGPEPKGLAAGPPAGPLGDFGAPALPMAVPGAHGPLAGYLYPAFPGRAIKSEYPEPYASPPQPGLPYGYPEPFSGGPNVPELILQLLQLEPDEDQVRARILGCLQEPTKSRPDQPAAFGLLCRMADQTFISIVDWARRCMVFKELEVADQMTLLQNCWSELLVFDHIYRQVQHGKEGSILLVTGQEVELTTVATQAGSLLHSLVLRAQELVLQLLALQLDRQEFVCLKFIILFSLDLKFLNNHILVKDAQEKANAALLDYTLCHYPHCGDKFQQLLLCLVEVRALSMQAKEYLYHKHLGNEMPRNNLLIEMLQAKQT
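material = CHO-K1 cells with Gal4–hSF-1 LBD chimera plus Gal4-driven luciferase | compound = 10 µM single point, 1% DMSO | incubation = 20 h compound exposure at 37 °C after 1 h cell settling | measured by = SteadyLite luciferase luminescence | evaluation = percent activation relative to DMSO median and mock-transfected background | control set = DMSO negative control and −SF1 background wells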
Jurkat tox 60K: cytotoxic compounds reducing Jurkat cell viability; Jurkat E6.1 viability, ATP luminescence, 48 h; inhibition, % at 4 µM; hit rate 1.2% among 56,000; AID 463;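 active means inhibition above the mean inhibition of all tested compounds plus 3 SD, cut at about 28% in these data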
D1 allo mod: allosterically modulates the human D1 dopamine receptor; P21728; HEK293 D1, CRE-luciferase, dopamine EC30 potentiation; actives deviate in either direction; B-score at 10 µM; hit rate 5.9% among 58,000; AID 641;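 active means luminescence count or its row- and column-corrected plate score outside the 99.7% band of the plate's sample wells, on either side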
tolC growth inh: growth inhibitors of E. coli BW25113 tolC mutant. OD615. growth inhibition, % at 10 µM (by protocol). hit rate 2.2% among 65,000. AID 573;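 active means growth inhibition at or above a cutoff equal to the mean over every tested compound plus 3 SD, cut at about 60% in these data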;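 further: growth measured after 20 h incubation at 37 °C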
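Test system: E. coli BW25113 ΔtolC::kan bacteria; incubation: 37 °C, 20 h exposure; medium: LB broth supplemented with 50 µg/mL kanamycin; read-out basis: percent growth inhibition; signal: A615 absorbance measurement; compound: 10 µM final, single dose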
HEK293 NFkB inh: inhibitors of the PMA/ionomycin-induced NF-kB reporter in HEK293 cells; inhibition, % at 3 µM; AID 465; HEK-293 NF-kB luciferase reporter, luminescence; hit rate 0.21% among 62,000;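 active means inhibition above the mean of all tested compounds plus 3 SD, cut at about 40% in these data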;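 further: 0% = stimulated DMSO wells and 100% = 10 µM reference inhibitor 5653914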
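Material: HEK-293 cells with stable firefly luciferase reporter driven by four HIV NF-kB elements / Also added: PMA plus ionomycin mix as NF-kB-activating stimulus / Compound dosing: 3 µM once, 0.30% DMSO / Times: 1 h pretreatment, 16 h stimulation, 37 °C / Signal: luminescence / Evaluation: per-plate % inhibition versus controls / Benchmarks: DMSO and 10 µM reference inhibitor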
TNAP act mid DEA: activates human TNAP at intermediate phosphate acceptor concentration. purified TNAP, CDP-star luminescence, 100 mM DEA, 30 min; active compounds read high; scale: 0 levamisole-inhibited, 1 vehicle-only enzyme. activation factor at 20 µM. 64,000 tested, under 10 active;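 active means activation factor of at least 2 at 20 µM, relative to controls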
NADH coupling: inhibitors of enzymes used to reach an NAD/NADH endpoint. coupled PK/LDH NADH assays, four targets. IC50, µM (series often up to 10 µM), inactives show at the highest dose inhibition. hit rate 0.02% among 65,000. AID 774;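 active means single-dose screening hits from any of four coupled enzyme assays that gave an IC50 when retested across doses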;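 further: the DPM-DC format reads NADH fluorescence rather than 340 nm absorbance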
An asterisk follows results filed as active; . = not tested or not shown.

Keys: A = M1 antagonist; B = M1 ag; C = SF-1 act; D = Jurkat tox 60K; E = D1 allo mod; F = tolC growth inh; G = HEK293 NFkB inh; H = TNAP act mid DEA; I = NADH coupling
compound: COc1ccc2cc(C#N)c(N3CCN(Cc4nnnn4CCC(C)C)CC3)nc2c1
  A = 0.58; B = -0.59; C = 32; D = -4; E = 0.14; F = 39; G = 8; H = 0.9; I = 2%
compound: CCOc1cc(C2C3=C(CCCC3=O)NC3=C2C(=O)CCC3)cc(Cl)c1O
  A = 0.19; B = 0.33; C = 14; D = -7; E = 0.73; F = -3; G = 14; H = 0.9; I = 5%
compound: COC(=O)c1cccc(NC(=O)Cc2coc3cc(OC)ccc23)c1
  A = 0.11; B = 0.12; C = -8; D = 2; E = -0.015; F = -5; G = 3; H = 0.9; I = 2%
compound: N#CC1=C(N)Oc2nc(-c3ccccc3)[nH]c2C1c1cccnc1 (configuration not stated)
  A = 1.1; B = -0.033; C = 5; D = 1; E = 5.1*; F = 17; G = 27; H = 0.8; I = 5%
compound: O=C(CNC(=O)c1cccs1)OCC(=O)c1cccs1
  A = -0.55; B = 0.26; C = -10; D = .; E = .; F = -7; G = 1; H = 0.9; I = 6%
compound: COc1ccccc1CNC(=O)C1CC(=O)N(C2CCCC2)C1 (configuration not stated)
  A = 0.59; B = -0.39; C = -15; D = -2; E = 0.18; F = 4; G = 23; H = 1; I = 1%
compound: C[N+]1(CCNC(=O)/C=N/O)CCCCC1
  A = 0.15; B = 1; C = -3; D = .; E = -0.73; F = 7; G = .; H = 0.9; I = 5%
compound: Cc1nn(Cc2ccccc2)c(C)c1C(=O)Nc1ccc(N2CCOCC2)cc1
  A = 0.0004; B = 0.4; C = -4; D = 8; E = -0.047; F = -7; G = 9; H = 0.9; I = 4%
compound: C=CCn1c(SCC(=C)C)nc2c1c(=O)[nH]c(=O)n2C
  A = 0.088; B = -0.57; C = 7; D = -2; E = 6.6*; F = -2; G = 15; H = 1; I = 7%
compound: C(=N\n1cnnc1)/C1CCCCC1
  A = -0.22; B = -0.55; C = 2; D = .; E = -0.47; F = -13; G = 10; H = 1; I = 1%

Ordered by the number under NADH coupling (falling): 3 from the list above
Molecule | NADH coupling
C[N+]1(CCNC(=O)/C=N/O)CCCCC1 | 5%
COc1ccc2cc(C#N)c(N3CCN(Cc4nnnn4CCC(C)C)CC3)nc2c1 | 2%
COc1ccccc1CNC(=O)C1CC(=O)N(C2CCCC2)C1 (configuration not stated) | 1%

Following part
Values in the order: M1 antagonist, M1 ag, SF-1 act, Jurkat tox 60K, D1 allo mod, tolC growth inh, HEK293 NFkB inh, TNAP act mid DEA, NADH coupling
CCCCC1CC1C(=O)Nc1ncc2c(n1)CC(C)(C)CC2=O (configuration not stated)
    -0.33, 0.015, -9, 3, 0.19, 4, 15, 0.9, 6%
O=C(Nc1nccs1)C1C2/C=C\CCCCC21 (configuration not stated)
    -0.023, 0.68, 1, 10, -0.052, 0, -1, 0.9, 5%
O=C(Nc1cccnc1)c1noc2c1CCCCC2
    2*, -1.3, -18, 4, -2.9*, -17, -4, 0.8, 2%
O=C(c1nc2nc(-c3ccccc3)cc(C(F)(F)F)n2n1)N1CCOCC1
    0.84, 1.7, 9, 1, ., -2, 14, 0.8, 10%
CC(=O)N=c1sc(C(C)(C)C)c(C)n1C
    -0.32, 0.61, 3, 2, 0.36, -3, 2, 1, 11%
Fc1ccccc1COc1ccc(/C=N/n2cnnc2)cc1
    -0.13, -0.045, 4, 2, -0.61, 0, 13, 0.9, 5%
O=C(Nc1nnc(C2CC2)s1)c1cccc(S(=O)(=O)N2CCc3ccccc32)c1
    0.27, -0.0027, 17, -3, -0.11, 4, 10, 0.9, 8%
CCOC(=O)Nc1sc2c(c1C#N)CCC(C)C2 (configuration not stated)
    1.5, 1.5, 45, -2, 1.4, 4, -19, 0.9, 3%
COc1ccc2oc(C(=O)c3ccccc3)c(NC(=O)CN3CCN(C)CC3)c2c1
    -3.2*, 0.23, -29, 4, 0.12, 6, 23, 0.9, 5%
O=P(O)(CP(=O)(c1ccccc1)c1ccccc1)c1ccccc1
    1.9, 1, -4, -4, 0.32, -21, 2, 0.9, 6%

Given with tabs: part of the list above
Compound	M1 antagonist	M1 ag	SF-1 act	Jurkat tox 60K	D1 allo mod	tolC growth inh	HEK293 NFkB inh	TNAP act mid DEA	NADH coupling
COc1ccc2cc(C#N)c(N3CCN(Cc4nnnn4CCC(C)C)CC3)nc2c1	0.58	-0.59	32	-4	0.14	39	8	0.9	2%
CCOc1cc(C2C3=C(CCCC3=O)NC3=C2C(=O)CCC3)cc(Cl)c1O	0.19	0.33	14	-7	0.73	-3	14	0.9	5%
COC(=O)c1cccc(NC(=O)Cc2coc3cc(OC)ccc23)c1	0.11	0.12	-8	2	-0.015	-5	3	0.9	2%
N#CC1=C(N)Oc2nc(-c3ccccc3)[nH]c2C1c1cccnc1 (configuration not stated)	1.1	-0.033	5	1	5.1*	17	27	0.8	5%
O=C(CNC(=O)c1cccs1)OCC(=O)c1cccs1	-0.55	0.26	-10	.	.	-7	1	0.9	6%
COc1ccccc1CNC(=O)C1CC(=O)N(C2CCCC2)C1 (configuration not stated)	0.59	-0.39	-15	-2	0.18	4	23	1	1%
C[N+]1(CCNC(=O)/C=N/O)CCCCC1	0.15	1	-3	.	-0.73	7	.	0.9	5%
Cc1nn(Cc2ccccc2)c(C)c1C(=O)Nc1ccc(N2CCOCC2)cc1	0.0004	0.4	-4	8	-0.047	-7	9	0.9	4%
C=CCn1c(SCC(=C)C)nc2c1c(=O)[nH]c(=O)n2C	0.088	-0.57	7	-2	6.6*	-2	15	1	7%
C(=N\n1cnnc1)/C1CCCCC1	-0.22	-0.55	2	.	-0.47	-13	10	1	1%
CCCCC1CC1C(=O)Nc1ncc2c(n1)CC(C)(C)CC2=O (configuration not stated)	-0.33	0.015	-9	3	0.19	4	15	0.9	6%

Following part.
Values in the order: M1 antagonist, M1 ag, SF-1 act, Jurkat tox 60K, D1 allo mod, tolC growth inh, HEK293 NFkB inh, TNAP act mid DEA, NADH coupling
CCOC(=O)C1CCN(C(=O)CN(c2ccc(Cl)c(C(F)(F)F)c2)S(C)(=O)=O)CC1
    -0.5, -0.75, 7, -1, 0.24, 0, 12, 0.9, 3%
CCN(CC)C(=O)Cn1ncc2c1-c1ccccc1OC2
    0.62, -0.47, 7, -5, -0.56, -6, 8, 0.9, 2%
COc1ccccc1NC(=O)c1ccc(CN2CCOCC2)cc1
    -0.29, 0.017, 8, -2, 0.014, -15, 7, 0.8, 8%
CCC(C(=O)NC1CCCC1)N(C(=O)c1snc(C(N)=O)c1N)c1ccc2c(c1)OCCO2 (configuration not stated)
    0.12, -0.65, 2, 10, 0.34, 18, 34, 1.1, 10%
NS(=O)(=O)c1ccc(CCNc2ncnc3sccc23)cc1
    0.47, 3.1*, -13, 85*, -1.9, 6, 29, 0.9, 2%
O=C(CS(=O)(=O)c1c[nH]c2ccccc12)Nc1ccc2c(c1)OCCO2
    0.052, 3.2*, 48, ., 0.78, 5, -2, 0.9, 2%
Cc1ccc(C(=O)C2CCN(CC(=O)NC3CCCCC3)CC2)cc1
    -4.6*, -1.3, -17, -8, -0.041, -2, 14, 1, 2%
